High-throughput results deposited in PubChem BioAssay by Sanford-Burnham Center for Chemical Genomics.
TIM10 inh: growth inhibitors of TIM10 yeast strain; actives 1.4% (n = 330,000); S. cerevisiae TIM10 strain growth, BacTiter-Glo luminescence, 24 h; inhibition, % at 10 µM;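 active = inhibition of 40% or more at the single tested concentration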;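 note: wild-type TIM10 isogenic control strain grown at permissive 25 °C; 0% = DMSO yeast wells and 100% = minimal medium wells without yeast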
hIAP act: human IAP activation. purified human IAP, CDP-Star luminescence, 30 min; active compounds read high; 1 = vehicle-only enzyme, 0 = enzyme-free background. AID 2524. actives 0.16% (n = 330,000). activation factor at 10 µM;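 active = activation factor of the enzyme at least 2-fold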; note: the source names both 10 and 20 µM as test concentration; values of inactives mirror those of a sister screen read the other way
Target sequence (P09923 whole entry, looked up): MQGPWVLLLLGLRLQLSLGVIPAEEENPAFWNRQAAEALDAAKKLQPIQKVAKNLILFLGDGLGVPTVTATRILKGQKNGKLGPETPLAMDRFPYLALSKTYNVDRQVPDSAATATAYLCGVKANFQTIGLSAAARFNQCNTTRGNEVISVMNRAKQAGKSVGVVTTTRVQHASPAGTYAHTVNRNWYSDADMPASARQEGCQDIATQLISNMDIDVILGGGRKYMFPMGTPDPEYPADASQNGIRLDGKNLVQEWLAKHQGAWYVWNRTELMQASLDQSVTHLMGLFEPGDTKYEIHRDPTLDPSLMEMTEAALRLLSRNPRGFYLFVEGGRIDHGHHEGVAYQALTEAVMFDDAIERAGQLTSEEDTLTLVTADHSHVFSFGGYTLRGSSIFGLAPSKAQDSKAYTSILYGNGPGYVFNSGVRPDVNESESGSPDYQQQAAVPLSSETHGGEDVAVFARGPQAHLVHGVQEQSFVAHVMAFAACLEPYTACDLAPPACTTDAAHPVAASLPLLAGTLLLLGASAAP
ATG4B inhibitor: blocks human ATG4B protease cleavage of LC3 substrate. Q9Y4P1. ATG4B cleavage of LC3-PLA2, NBD-HPC fluorescence, 1 h. inhibition, % at 8.33 µM. actives 0.51% (n = 340,000); in the data active = inhibition above about 40%
Target sequence (Q9Y4P1 whole entry, looked up): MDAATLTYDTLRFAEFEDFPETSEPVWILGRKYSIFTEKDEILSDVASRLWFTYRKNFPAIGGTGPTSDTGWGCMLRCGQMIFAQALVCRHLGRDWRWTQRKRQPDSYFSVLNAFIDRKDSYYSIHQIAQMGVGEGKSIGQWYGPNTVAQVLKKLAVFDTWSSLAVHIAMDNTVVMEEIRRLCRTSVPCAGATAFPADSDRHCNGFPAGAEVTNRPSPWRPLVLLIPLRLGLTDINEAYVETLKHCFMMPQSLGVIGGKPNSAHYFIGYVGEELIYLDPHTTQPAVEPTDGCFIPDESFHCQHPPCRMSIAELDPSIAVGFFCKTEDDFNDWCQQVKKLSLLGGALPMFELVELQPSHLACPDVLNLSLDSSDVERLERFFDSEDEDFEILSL
NALP3 yeast inh: blocks the NALP3 inflammasome reconstituted in yeast; Yeast reconstituted NLRP3/ASC/caspase-1, beta-gal luminescence, 24 h; actives 0.39% (n = 330,000); inhibition, % at 10 µM;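 active = inhibition of 50% or more; inactive = inhibition below 50%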;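 note: plate controls were induced DMSO wells for no effect and uninduced yeast grown without galactose for full effect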
Apaf1 inhib: inhibitors of human Apaf-1 apoptosome. O14727. reconstituted apoptosome caspase-3 activity, DEVD-Rh110 fluorescence. inhibition, % at 20 µM. actives 0.71% (n = 330,000); active = inhibition of at least 40% at 20 µM;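 note: plate controls were DMSO wells for no effect and DEVD-CHO caspase inhibitor wells for full effect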
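Material: reconstituted apoptosome with Apaf-1, cytochrome c, caspase-9, procaspase-3, dATP; medium: pH 7.5 Hepes buffer with CHAPS, BSA, DTT; also added: cytochrome c and DEVD-Rh110 substrate; timing: 30 min plus 50 min, RT; signal: Rh110 fluorescence intensity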
mIAP activ: increases mouse intestinal alkaline phosphatase activity | activation factor at 10 µM | muIAP, CDP-Star luminescence, 30 min; active compounds read high; 1 = vehicle-only enzyme signal, 0 = enzyme-free wells | AID 2805 | actives 0.24% (n = 330,000);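 active = activation factor of at least 2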; note: the source names both 10 and 20 µM as test concentration; values of inactives mirror those of a sister screen read the other way
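Assay system: mouse IAP enzyme; reagent: chemiluminescent substrate CDP-Star; dosing: test compounds delivered from DMSO solution; schedule: 30 min at room temperature; measured by: luminescence from enzymatic CDP-Star hydrolysis; controls: DMSO-only wells and no-enzyme negative control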
tim10-1 inh: inhibits growth of tim10-1 mutant yeast. inhibition, % at 20 µM. S. cerevisiae tim10-1 ts strain growth, BacTiter-Glo, 24 h. actives 2.2% (n = 330,000);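 active = inhibition of at least 40%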;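 note: mutant grown at 25 °C; 0% = DMSO wells with yeast and 100% = wells holding no yeast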
mIAP block: blocks mouse intestinal alkaline phosphatase; inhibition, % at 10 µM; purified mouse IAP, CDP-Star luminescence, 30 min; actives 0.2% (n = 330,000); AID 2806;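 active = inhibition of at least 40% at 10 µM in the primary screen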;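 note: plate controls were DMSO with enzyme for no effect and no enzyme wells for full effect; values of inactives mirror those of a sister screen read the other way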
hIAP block: human IAP inhibition | P09923 | purified IAP, CDP-Star luminescence, 30 min | inhibition, % at 10 µM | actives 0.12% (n = 330,000);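 active = inhibition reaching a set limit with compound at 10 µM in the primary screen, cut at about 35% in these data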;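 note: plate controls were DMSO wells with enzyme for no effect and no-enzyme buffer wells for full effect; values of inactives mirror those of a sister screen read the other way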
Numbers without * were called inactive.

SMILES | TIM10 inh | hIAP act | ATG4B inhibitor | NALP3 yeast inh | Apaf1 inhib | mIAP activ | tim10-1 inh | mIAP block | hIAP block
Cc1ccc(-n2nc3ccc(NC(=O)/C=C/c4ccco4)cc3n2)cc1 | 3 | 1 | 17 | 11 | 30 | 1 | 30 | 0 | -1
CCN(CC#CCC1(O)c2ccccc2-c2ccccc21)CCO | -20 | 1 | -10 | 7 | -1 | 1.1 | -7 | -14 | -1
O=C(NCCC1=CCCCC1)C1CC(=O)N(Cc2ccccc2)C1 (centres undefined) | 11 | 1.1 | 4 | 7 | 27 | 0.94 | 17 | 6 | -7
O=C(CSc1ncn[nH]1)Nc1ncc(C(F)(F)F)cc1Cl | -6 | 1.1 | -8 | 3 | 3 | 0.86 | -1 | 14 | -9
CCCc1nn(C)c2c1C(c1ccncc1)C(C#N)=C(N)O2 (centres undefined) | 10 | 0.99 | 1 | 26 | 1 | 1.1 | 16 | -13 | 1
CC(=O)c1cccc(NC(=O)Cc2ccc3c(c2)CCCC3)c1 | 22 | 0.93 | -14 | 18 | 11 | 0.92 | 19 | 8 | 7
O=C(NC(=S)Nc1ccc(CN2CCCCC2)cc1)c1cc2ccccc2o1 | 3 | 1.2 | -3 | 27 | -13 | 0.79 | -12 | 21 | -18
CCn1c(SCC(=O)Nc2nccs2)nnc1-c1ccc(S(=O)(=O)N2CCCCC2)cc1 | 12 | 0.9 | -11 | 0 | 8 | 0.98 | 10 | 2 | 10
COC(=O)c1cc(C)sc1NC(=O)c1ccco1 | 13 | 1.2 | -3 | 23 | -4 | 0.93 | 5 | 7 | -21
COCCn1c(=NC(=O)CN2C(=O)CCC2=O)sc2cc(S(N)(=O)=O)ccc21 | -2 | 1 | 0 | 3 | -11 | 1 | 11 | -2 | -3
CC(=C\c1ccco1)/C=C1/SC(=S)N(CC(=O)O)C1=O | 4 | 0.91 | 0 | 10 | 4 | 0.49 | -1 | 51* | 9
O=C(/C=C/c1ccco1)Nc1scc(-c2ccccc2)c1C(=O)O | 9 | 0.92 | 22 | 36 | -13 | 0.84 | -11 | 16 | 8
COc1ccc(Cl)cc1NC(=O)CNCc1cccs1 | 16 | 0.91 | 2 | 39 | 4 | 0.99 | 17 | 1 | 9
O=C(CNC1CCCCC1)Nc1ccc(S(=O)(=O)N2CCCCC2)cc1 | -9 | 1 | 10 | 16 | 5 | 1.1 | -10 | -8 | 0
CCOc1ccc2[nH]c3c(NCCCOC)ncnc3c2c1 | 7 | 0.99 | -17 | 6 | 8 | 1.2 | 1 | -18 | 1
c1ccc(-c2ccccc2OCCCCn2ccnc2)cc1 | -16 | 0.91 | 3 | 20 | 6 | 0.94 | -71 | 6 | 10
C[C@@H]1COC(=O)CCC/C=C\C[C@@H](CC(=O)N(CCO)Cc2ccccc2)C(=O)N1 | -8 | 0.96 | -5 | 9 | -9 | 0.94 | -8 | 6 | 4
CCOc1cccc(OCCCNCCCOC)c1 | 0 | 0.97 | -9 | -6 | -4 | 1 | -10 | -2 | 3
O=C(CSc1nc(-c2ccccc2Cl)ns1)c1ccc(Cl)cc1 | 24 | 0.77 | -3 | 25 | 10 | 0.85 | 9 | 15 | 23
CCn1c(=O)c(C(=O)Nc2ccccc2S(N)(=O)=O)c(O)c2ccccc21 | -4 | 1.1 | 7 | 30 | 14 | 0.95 | -20 | 5 | -7

A different layout for some results above:
Second line of a record: TIM10 inh	hIAP act	ATG4B inhibitor	NALP3 yeast inh	Apaf1 inhib	mIAP activ	tim10-1 inh	mIAP block	hIAP block
c1ccc(-c2ccccc2OCCCCn2ccnc2)cc1
 : -16	0.91	3	20	6	0.94	-71	6	10
C[C@@H]1COC(=O)CCC/C=C\C[C@@H](CC(=O)N(CCO)Cc2ccccc2)C(=O)N1
 : -8	0.96	-5	9	-9	0.94	-8	6	4

Additional results follow.
SMILES | TIM10 inh | hIAP act | ATG4B inhibitor | NALP3 yeast inh | Apaf1 inhib | mIAP activ | tim10-1 inh | mIAP block | hIAP block
CCNC(=S)NN=C1c2ccccc2-c2ccccc21 | 44* | 0.99 | -12 | 41 | 3 | 0.92 | 37 | 8 | 1
Cc1[nH]c2ccc(-c3n[nH]c(=S)n3C)cc2c1C | 19 | 1.1 | 0 | 18 | -22 | 0.93 | 23 | 7 | -7
CC(Nc1nc(-c2ccc(F)cc2)cs1)c1nc2cc(C(F)(F)F)ccc2n1CCOCCO (centres undefined) | 1 | 1 | -3 | 13 | 14 | 1 | 13 | -3 | -3
COc1ccc(CC(=O)NC(C)c2nnc(SCC(=O)Nc3nc(C)cs3)n2C)cc1 (centres undefined) | 1 | 0.8 | -4 | 3 | -10 | 0.96 | 0 | 4 | 20
CCCc1nnc(SCC(=O)Nc2ccc(NC(C)=O)cc2)n1-n1cccc1 | 9 | 0.99 | 6 | 9 | 8 | 1.1 | -4 | -7 | 0
CCn1c(SCC(=O)N2CCCc3ccccc32)nnc1-c1c[nH]c2ccccc12 | 2 | 1.1 | 8 | 17 | 16 | 1.1 | 3 | -7 | -8
O=c1c2ccccc2c(C=Nc2ccc(Cl)cn2)c(O)n1-c1cc(Cl)ccc1N1CCOCC1 | -8 | 1 | 6 | -9 | 25 | 0.87 | -7 | 13 | -4
CC(=O)Nc1ccc(NC(=O)C(C)OC(=O)C(C)SCC(=O)Nc2ccc(F)cc2)cc1 (centres undefined) | -1 | 0.97 | -5 | 7 | 3 | 1 | 5 | 0 | 3
O=C(Nc1ccc(S(=O)(=O)N2CCCCC2)cc1)C1CC(=O)N(c2ccccc2)C1 (centres undefined) | 8 | 1.1 | -11 | 7 | 13 | 1.1 | -5 | -13 | -11
O=C(CSc1nnc(CNC(=O)c2c(F)cccc2Cl)o1)NC1CCCC1 | -1 | 0.92 | -5 | 4 | -13 | 1 | -1 | 0 | 8
CC(C)OCC(O)Cn1c(N2CCCC2)nc2c1c(=O)[nH]c(=O)n2C (centres undefined) | 14 | 1 | -2 | 12 | -8 | 0.97 | 13 | 3 | -1
COc1ccc(-c2cc(C(=O)Nc3cc(S(N)(=O)=O)ccc3C)c3ccccc3n2)cc1OC | 20 | 1.1 | -36 | 6 | 2 | 0.96 | 14 | 4 | -8
O=C(CSc1nnc(CNC(=O)c2ccco2)o1)Nc1ccccc1 | 14 | 1.1 | 0 | 3 | 4 | 0.94 | 7 | 6 | -12
CCOC(=O)C1CCN(C(=O)COC(=O)CSc2ccc([N+](=O)[O-])cc2)CC1 | -11 | 0.83 | -8 | 21 | -4 | 1 | 14 | -2 | 16
COc1ccc(CC(NC(C)=O)C(=O)NC2CCN(c3nc(C)cc(C)c3C#N)CC2)cc1OC (centres undefined) | -3 | 1.1 | -3 | 1 | 1 | 0.98 | 2 | 2 | -5
CCOc1ccc(CN2CCN(Cc3cccc4c3OCO4)CC2CCO)cc1 (centres undefined) | -3 | 1.3 | 2 | 7 | 4 | 1 | 24 | -1 | -33
CC(=O)c1cccc(NC(=O)COC(=O)c2ccc3c(c2)OCO3)c1 | 11 | 1 | -3 | -2 | 3 | 0.96 | 13 | 4 | -4
Cc1ccsc1C(=O)OCC(=O)NCc1ccc(Cl)cc1 | 7 | 0.94 | 1 | 11 | 0 | 1 | 6 | 0 | 6
Cc1oc(-c2cccc(Cl)c2)nc1CN1CCC(C(=O)N2CCN(c3ccccn3)CC2)CC1 | -60 | 1.1 | -6 | 2 | 11 | 0.99 | -5 | 1 | -6
O=C(CNC(=O)c1ccc([N+](=O)[O-])cc1)N/N=C/c1c[nH]c2ccccc12 | 2 | 1 | -10 | 11 | 1 | 0.95 | 9 | 5 | -1
COC(=O)CCSc1nc(N2CCOCC2)c2c(c1C#N)CC(C)(C)OC2 | 7 | 1.1 | -4 | 19 | 2 | 0.94 | 20 | 6 | -12
COc1ccc(OC)c(S(=O)(=O)N2CCC(C(=O)N3CCCC3)CC2)c1 | 3 | 1 | 4 | 15 | 2 | 0.91 | -11 | 9 | 0
Cc1ccc(C(=O)NCCC(=O)NCc2ccco2)cc1 | 0 | 0.69 | -3 | 13 | 2 | 1.1 | 0 | -8 | 31
NS(=O)(=O)c1ccc(CNC(=O)Cc2ccc(S(=O)(=O)N3CCOCC3)s2)cc1 | 0 | 1.1 | -2 | 15 | 8 | 1 | -16 | 0 | -7
Cc1cccc(NC(=O)CC23CC4CC(C2)CC(n2nnc(C)n2)(C4)C3)c1 | 23 | 0.95 | -2 | 6 | 5 | 1.1 | 26 | -12 | 5
COc1cccc(/C=C(/C(=O)OCC(=O)NCC2CCCO2)c2ccccc2)c1 (centres undefined) | 26 | 1.4 | 2 | 16 | 12 | 0.97 | 21 | 3 | -40
CC(C)[C@H](NC(=O)c1ccccc1)C(=O)OCC(=O)N1CCCc2ccccc21 | -6 | 1.2 | 13 | -4 | 4 | 1 | 12 | -1 | -22
CC(C)(C#N)NC(=O)c1ccco1 | 6 | 0.96 | 2 | 9 | -9 | 0.68 | 7 | 32 | 4
COc1ccc(-n2c(C)cc(C(=O)NC3CCCCC3)c2C)cc1 | 21 | 0.98 | -14 | 13 | 2 | 1 | 21 | 0 | 2
CC1(C)Cc2c(c(N3CCOCC3)nc3sc(C(=O)Nc4ccc(Cl)cc4)c(N)c23)CO1 | -8 | 1.1 | -11 | 8 | 33 | 1 | 12 | -5 | -6
CCOc1cc(CN2CCN(C(=O)c3cccc4ccccc34)CC2)ccc1OC | 6 | 0.96 | -5 | 10 | 1 | 0.96 | 10 | 4 | 4
O=c1nccc(NCc2ccco2)[nH]1 | 0 | 1.1 | 6 | -8 | -6 | 1.1 | 8 | -9 | -8
Cc1ccc(S(=O)(=O)CCc2nnc(NC(=O)c3ccco3)s2)cc1 | 2 | 0.97 | -7 | 13 | -6 | 0.94 | -6 | 6 | 2
O=C(c1ccc(Cl)cc1)N1CCC(c2nc(-c3cccs3)no2)CC1 | -20 | 1 | 5 | 28 | 14 | 0.93 | 20 | 7 | 0
COc1ccc2[nH]cc(CCNC(=O)Cc3ccc(Cl)cc3)c2c1 | 3 | 0.94 | 0 | 3 | 3 | 0.96 | 5 | 4 | 6
Cc1cc(=O)oc2cc(OCC(=O)Nc3nnc(CC(C)C)s3)ccc12 | 15 | 1.1 | -10 | 17 | 3 | 0.94 | 9 | 6 | -9
O=C(C(Cl)Cl)N1CCN(Cc2ccc3c(c2)OCO3)CC1 | 14 | 1 | 0 | 19 | -7 | 1 | -6 | 0 | -1
O=C(NCc1ccc(Cl)cc1)c1ccc(OCC2CCCO2)cc1 (centres undefined) | -9 | 1.1 | 3 | 25 | -6 | 1.2 | 24 | -15 | -14
O=C1CC(/C=C/c2ccccc2)(C(=O)NC2CCCC2)N1c1ccc(S(=O)(=O)N2CCCC2)cc1 (centres undefined) | -7 | 1 | 3 | 12 | 12 | 1.2 | 15 | -15 | -1
O=C(NN=C1CCCCCC1)c1cccnc1 | 0 | 1.1 | -2 | 22 | -16 | 1 | 5 | -2 | -10
O=C(COC(=O)c1cc(Br)ccc1O)c1ccc(F)cc1 | -13 | 1.1 | 1 | -3 | -3 | 0.89 | -7 | 11 | -10

Taken from above.
Reading of NS(=O)(=O)c1ccc(CNC(=O)Cc2ccc(S(=O)(=O)N3CCOCC3)s2)cc1 in hIAP act: 1.1
Reading of O=C(C(Cl)Cl)N1CCN(Cc2ccc3c(c2)OCO3)CC1 in mIAP block: 0
Reading of COC(=O)CCSc1nc(N2CCOCC2)c2c(c1C#N)CC(C)(C)OC2 in TIM10 inh: 7
Reading of O=C1CC(/C=C/c2ccccc2)(C(=O)NC2CCCC2)N1c1ccc(S(=O)(=O)N2CCCC2)cc1 (centres undefined) in ATG4B inhibitor: 3
